# PRC2 inh = EZH2 (human) methyltransferase inhibition. PRC2 H3K27 methylation, DELFIA TRF, 1 h. Q15910. inhibition, % at 12.5 µM. 0.35% of 57,000 active;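 active = mean inhibition of replicates at least 50% and every single replicate also reaching 50%; inconclusive = mean inhibition at least 50% but some replicate falls below 50%; inactive = mean inhibition under 50%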;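 note: dimethyl H3K27 on biotinylated H3 21-44 peptide detected by antibody; plate controls were median neutral control wells for no effect and median positive control wells for full effect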
# Target sequence (Q15910 whole entry, looked up): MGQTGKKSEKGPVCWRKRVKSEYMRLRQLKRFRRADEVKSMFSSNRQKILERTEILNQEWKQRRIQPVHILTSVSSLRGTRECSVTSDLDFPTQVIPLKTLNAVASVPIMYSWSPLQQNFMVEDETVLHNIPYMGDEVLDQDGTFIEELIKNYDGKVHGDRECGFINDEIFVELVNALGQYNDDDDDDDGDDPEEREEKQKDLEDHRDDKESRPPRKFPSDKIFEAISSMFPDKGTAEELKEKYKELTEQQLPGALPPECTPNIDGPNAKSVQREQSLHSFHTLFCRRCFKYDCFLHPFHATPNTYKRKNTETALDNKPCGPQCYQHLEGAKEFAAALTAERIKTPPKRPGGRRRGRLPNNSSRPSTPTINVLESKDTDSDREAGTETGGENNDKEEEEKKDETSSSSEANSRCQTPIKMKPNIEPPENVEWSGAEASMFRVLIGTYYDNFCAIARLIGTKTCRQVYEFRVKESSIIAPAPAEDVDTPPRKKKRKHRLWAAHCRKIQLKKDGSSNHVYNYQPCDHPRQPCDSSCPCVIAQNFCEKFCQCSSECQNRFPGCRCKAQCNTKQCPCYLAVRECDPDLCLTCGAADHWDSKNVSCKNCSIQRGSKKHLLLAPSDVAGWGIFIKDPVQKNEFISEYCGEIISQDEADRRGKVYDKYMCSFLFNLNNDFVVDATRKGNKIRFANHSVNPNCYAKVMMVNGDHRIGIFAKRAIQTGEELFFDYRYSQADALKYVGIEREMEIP
# IDH1 R132H inh = blocks human IDH1 R132H reductase activity; O75874; diaphorase/resazurin fluorescence, 60 min; inhibition, % at 10 µM; 0.18% of 70,000 active; in the data active = inhibition above about 34%; inconclusive = no clear call, values can overlap the other calls; inactive = below about 11%;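 note: 0% = DMSO and 100% = no enzyme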
# An asterisk follows results filed as active; ? = inconclusive; . = not tested or not shown; & = joins results of further samples. An excerpt; rates above refer to the full screens.
SMILES,PRC2 inh,IDH1 R132H inh
Cc1noc(C)c1NC(=O)Nc1ccc2c(c1)C(=O)N([C@@H](C)CO)C[C@H](C)[C@H](CN(C)S(=O)(=O)c1cn(C)cn1)O2,.,-0.9
Cc1csc(SCC(=O)Nc2ccc3c(c2)OCCO3)n1,-3,-0.1
Cc1ccc(S(=O)(=O)N(C)C[C@H]2Oc3ccc(NS(=O)(=O)c4ccccc4)cc3CC(=O)N([C@@H](C)CO)C[C@@H]2C)cc1,.,-0.1
O=C(C[C@H]1C[C@H]2c3cc(NC(=O)Nc4ccccc4)ccc3O[C@H]2[C@H](CO)O1)NC1CCCC1,2,0.0
C[C@@H]1CN([C@H](C)CO)C(=O)c2cccc(NS(=O)(=O)c3cn(C)cn3)c2O[C@@H]1CN(C)S(=O)(=O)c1ccc(F)cc1,.,-1.4
CO[C@@H]1CN(C)C(=O)c2ccc(NC(C)=O)cc2OC[C@@H](C)N(Cc2nccs2)C[C@H]1C,0,-0.1
C[C@H](O)C#Cc1cnc2c(c1)C(=O)N([C@@H](C)CO)C[C@H](C)[C@H](CN(C)C(=O)c1ccc(F)cc1)O2,22,.
O=S(=O)(N[C@@H]1CC[C@@H](CCn2cc(-c3cccnc3)nn2)O[C@H]1CO)c1ccccc1,2,-0.2
Cc1noc(C)c1NC(=O)N[C@H]1CC[C@@H](CCNC(=O)C2CC2)O[C@@H]1CO,-9,0.2
O=S(=O)(CCSc1ccccn1)c1nc2ccccc2s1,-5,0.8
C[C@@H]1CN([C@H](C)CO)C(=O)c2cc(C3=CCCC3)cnc2O[C@@H]1CN(C)C(=O)c1ccccn1,2,-1.6
CO[C@H]1CN(C)C(=O)c2cc(NC(C)=O)ccc2OC[C@H](C)NC[C@H]1C,2,0.2
CCOC(=O)c1c(NC(=O)C(C)Oc2ccc3c(C)cc(=O)oc3c2)sc2c1CCCC2 (stereo not given),-1,-0.1
CCc1ccc(C(Nc2cc(C)ccn2)c2ccc3cccnc3c2O)cc1 (stereo not given),-25,0.1
CO[C@H]1CN(C)C(=O)c2cc(NC(=O)Nc3cccc(F)c3)ccc2OC[C@H](C)N(C(=O)C2CC2)C[C@@H]1C,-18,.
O=C(N[C@@H]1CC[C@@H](CCNS(=O)(=O)c2ccc(F)cc2)O[C@H]1CO)C1CCOCC1,2,-0.2
C[C@@H]1CN([C@H](C)CO)C(=O)c2cc(NS(=O)(=O)c3cccs3)ccc2O[C@@H](C)CCCCO[C@@H]1CN(C)Cc1ccccc1,.,-0.6
COc1ccc(CN(C)C[C@@H]2OCCCC[C@@H](C)Oc3ccc(NC(=O)Nc4ccc5c(c4)OCO5)cc3C(=O)N([C@@H](C)CO)C[C@@H]2C)cc1,.,1.7
Cc1noc(C)c1S(=O)(=O)Nc1ccc2c(c1)CC(=O)N([C@@H](C)CO)C[C@@H](C)[C@H](CN(C)S(=O)(=O)c1c(C)noc1C)O2,.,0.8
CC(=O)N(C)C[C@@H]1Oc2cc(C#Cc3ccncc3)ccc2S(=O)(=O)N([C@@H](C)CO)C[C@H]1C,-12,.
COc1ccc(C(=O)Nc2ccccc2)cc1S(=O)(=O)Nc1cccnc1,-5,0.1
COc1ccc(NC(=O)Nc2ccc3c(c2)CC(=O)N([C@@H](C)CO)C[C@@H](C)[C@H](CN(C)C(=O)Nc2ccc(F)cc2)O3)cc1,0,0.1
CO[C@@H]1CN(C)C(=O)c2cc(NS(=O)(=O)CC(F)(F)F)ccc2OC[C@@H](C)N(Cc2cccnc2)C[C@@H]1C,5,0.1
C[C@H]1CN([C@@H](C)CO)C(=O)c2cc(-c3ccc(C(=O)N(C)C)cc3)cnc2O[C@@H]1CN(C)C(=O)CN(C)C,4,-0.6
CNC[C@H]1Oc2c(NC(=O)Nc3ccc(OC)cc3)cccc2C(=O)N([C@@H](C)CO)C[C@@H]1C,-5,-2.1

# The results go on.
SMILES,PRC2 inh,IDH1 R132H inh
COc1ccc(NC(=O)Nc2ccc3c(c2)C(=O)N([C@H](C)CO)C[C@@H](C)[C@@H](CN(C)S(=O)(=O)c2cccs2)OCCCC[C@@H](C)O3)cc1,.,-2.3
O=C(N/N=C/c1ccc([N+](=O)[O-])c(O)c1)c1ccccn1,4,0.2
COc1ccccc1C#Cc1cnc2c(c1)C(=O)N([C@H](C)CO)C[C@H](C)[C@@H](CN(C)S(=O)(=O)c1cn(C)cn1)O2,-10&-5,0.0
COc1cccc(-c2cnc3c(c2)C(=O)N([C@H](C)CO)C[C@@H](C)[C@H](CN(C)Cc2cccnc2)O3)c1,1,-3.1
S=C(NCC1CCCO1)Nc1cnn(Cc2ccc(Cl)cc2)c1 (stereo not given),-6,0.3
C[C@@H]1CN([C@@H](C)CO)S(=O)(=O)c2ccc(C#Cc3ccccc3)cc2O[C@@H]1CN(C)S(C)(=O)=O,-8,-0.5
CN(CC(=O)Nc1ccccc1C(=O)N1CCCC1)S(=O)(=O)c1ccc(Br)cc1,11,-0.1
C[C@@H]1CN([C@@H](C)CO)C(=O)Cc2cc(NC(=O)Nc3ccc4c(c3)OCO4)ccc2O[C@@H]1CN(C)C(=O)Nc1ccc(F)cc1,.,0.6
O=C(C[C@@H]1C[C@@H]2c3cc(NC(=O)C4CCC4)ccc3O[C@@H]2[C@@H](CO)O1)NCC(F)(F)F,8,0.5
C[C@H]1CN([C@@H](C)CO)C(=O)c2cc(NS(=O)(=O)c3ccccc3)ccc2O[C@H]1CN(C)Cc1ccc(Oc2ccccc2)cc1,.,0.2
C[C@H](CO)N1C[C@H](C)[C@@H](CN(C)C(=O)Nc2ccc(C(F)(F)F)cc2)Oc2ccc(NC(=O)CCCCCC(=O)Nc3ccccc3N)cc2C1=O,-17,0.0
COc1ccc(/C=N/NC(=O)c2cccc(C(=O)NO)c2)c(OC)c1,-8,-0.9
CN(CC(=O)Nc1ccc([N+](=O)[O-])cc1)S(=O)(=O)c1ccccc1,-7,-0.1
O=C(c1ccco1)n1nc(-c2ccc(Cl)cc2)nc1NCc1ccco1,5,0.5
Cc1noc(C)c1S(=O)(=O)N(C)C[C@@H]1OCc2ccccc2-c2c(n(C)c3ccccc23)C(=O)N([C@H](C)CO)C[C@H]1C,-24,0.2
Cc1noc(C)c1NC(=O)N(C)C[C@@H]1Oc2ccc(NC(=O)CCC(F)(F)F)cc2C(=O)N([C@H](C)CO)C[C@@H]1C,-2,2.4
COc1ccc(NC(=O)CSc2n[nH]c(-c3ccncc3)n2)cc1,2,-0.2
CO[C@H]1CN(C)C(=O)c2ccc(NC(=O)c3ccccc3F)cc2OC[C@H](C)N(C)C[C@@H]1C,-13,.
C[C@@H]1CN([C@@H](C)CO)C(=O)c2cc(N(C)C)ccc2O[C@@H](C)CCCCO[C@@H]1CN(C)Cc1ccc(C(=O)O)cc1,-9,3.2
C[C@H](CO)N1C[C@H](C)[C@H](CN(C)S(=O)(=O)c2cccs2)Oc2ccc(NC(=O)Nc3ccc4c(c3)OCO4)cc2C1=O,.,0.2
C[C@@H]1CN([C@@H](C)CO)C(=O)Cc2cc(NC(=O)Cn3cnnn3)ccc2O[C@H]1CN(C)C(=O)Nc1cccc2ccccc12,.,0.0
C[C@H](CO)N1C[C@H](C)[C@H](CN(C)Cc2ccccc2)Oc2cc(Br)ccc2S1(=O)=O,.,-3.5
O=C(CSc1nnc(-c2cccc(Cl)c2)o1)Nc1ccccc1,5,0.4
Cc1noc(C)c1NC(=O)N(C)C[C@H]1Oc2c(NS(=O)(=O)c3c(C)noc3C)cccc2C(=O)N([C@H](C)CO)C[C@H]1C,.,-6.8
Cc1noc(C)c1NC(=O)N[C@@H]1CC[C@@H](CC(=O)Nc2ccccc2)O[C@H]1CO,-1,0.0

# (list continues)
SMILES,PRC2 inh,IDH1 R132H inh
C[C@@H]1CN([C@H](C)CO)C(=O)c2cc(NS(=O)(=O)c3ccc(F)cc3)ccc2O[C@@H](C)CCCCO[C@@H]1CN(C)C(=O)C1CCCCC1,.,0.0
C[C@@H]1CN([C@H](C)CO)C(=O)c2cc(NC(=O)Cc3cn(C)c4ccccc34)ccc2O[C@H]1CN(C)S(=O)(=O)c1cccs1,.,-41
Cc1cc(C(F)(F)F)nc(SCC(=O)Nc2ccccc2)n1,11,-0.2
O=C(CCCCCC(=O)N/N=C/c1ccc2ccccc2n1)NO,2,.
COc1ccccc1CNC(=O)C[C@H]1C[C@@H]2c3cc(NC(=O)NC4CCCC4)ccc3O[C@@H]2[C@@H](CO)O1,2,0.3
C[C@@H]1CN([C@@H](C)CO)C(=O)c2cccc(NS(C)(=O)=O)c2O[C@@H]1CN(C)Cc1ccc(C(=O)O)cc1,.,-3.9
O=C(Nc1ccc(C(F)(F)F)cc1)N[C@@H]1CC[C@@H](CCNC(=O)c2ccccc2F)O[C@H]1CO,1,0.0
COc1ccc(S(=O)(=O)N[C@@H]2CCCN(Cc3cccc(OCCO)c3)C2)cc1,-12,.
C[C@H]1CN([C@@H](C)CO)C(=O)c2cc(NS(=O)(=O)c3cn(C)cn3)ccc2O[C@@H]1CN(C)Cc1ccc2c(c1)OCO2,.,2.4
COc1ccc(NC(=O)Nc2ccc3c(c2)C(=O)N([C@H](C)CO)C[C@@H](C)[C@@H](CN(C)Cc2ccc(-c4ccccc4)cc2)O3)cc1,.,-0.1
O=C(C[C@H]1C=C[C@H](NC(=O)C2CCOCC2)[C@@H](CO)O1)NCc1ccncc1,-14,-0.1
CC(C)(C)C1CCc2c(sc(NC(=O)COc3ccc(Cl)cc3)c2C(N)=O)C1 (stereo not given),-3,0.0
CCC(=O)N(C)C[C@@H]1Oc2cc(-c3ccccc3)ccc2S(=O)(=O)N([C@H](C)CO)C[C@H]1C,-15,-1.5
CNC[C@H]1OCCCC[C@@H](C)Oc2ccc(NC(=O)c3ccncc3)cc2C(=O)N([C@@H](C)CO)C[C@@H]1C,6,2.1
CC(C)CC#Cc1ccc2c(c1)O[C@H](CN(C)CC1CCOCC1)[C@H](C)CN([C@@H](C)CO)S2(=O)=O,26,.
C[C@H]1CN([C@@H](C)CO)C(=O)c2cc(NC(=O)Nc3ccccc3)ccc2O[C@@H]1CN(C)C,-4,2.7
O=c1[nH]c2ccccc2n1CCCSc1nnc2c(n1)[nH]c1ccccc12,-21,-0.8
O=C(NCc1ccco1)Nc1cccc2ccccc12,7,1.1
C[C@@H]1CN([C@H](C)CO)C(=O)c2cc(NS(=O)(=O)c3cn(C)cn3)ccc2O[C@H]1CN(C)Cc1ccncc1,1,0.4
COc1ccc(NC(=O)Nc2ccc3c(c2)C(=O)N([C@H](C)CO)C[C@H](C)[C@@H](CN(C)S(=O)(=O)c2cccs2)OCCCC[C@H](C)O3)cc1,.,-0.9
O=C(C[C@H]1C[C@@H]2c3cc(NS(=O)(=O)c4ccc(F)cc4)ccc3O[C@@H]2[C@H](CO)O1)N1CCc2ccccc2C1,-4,0.0
Cc1ccccc1-c1cnc2c(c1)C(=O)N([C@@H](C)CO)C[C@H](C)[C@@H](CN(C)C(=O)c1ccccc1)O2,.,-1.1
C[C@H](CO)N1C[C@H](C)[C@H](CN(C)Cc2cccnc2)Oc2cc(C3=CCCCC3)ccc2S1(=O)=O,9,?
Cc1noc(C)c1S(=O)(=O)N(C)C[C@H]1Oc2ccc(NC(=O)Cc3cn(C)c4ccccc34)cc2CC(=O)N([C@H](C)CO)C[C@H]1C,.,-13
C[C@@H]1CCCCO[C@H](CN(C)C(=O)NC2CCCCC2)[C@@H](C)CN([C@H](C)CO)C(=O)c2cc(NS(=O)(=O)c3cn(C)cn3)ccc2O1,.,5.4

# The list goes on (4 carried over from the part before).
SMILES,PRC2 inh,IDH1 R132H inh
Cc1ccccc1-c1cnc2c(c1)C(=O)N([C@@H](C)CO)C[C@H](C)[C@@H](CN(C)C(=O)c1ccccc1)O2,.,-1.1
C[C@H](CO)N1C[C@H](C)[C@H](CN(C)Cc2cccnc2)Oc2cc(C3=CCCCC3)ccc2S1(=O)=O,9,?
Cc1noc(C)c1S(=O)(=O)N(C)C[C@H]1Oc2ccc(NC(=O)Cc3cn(C)c4ccccc34)cc2CC(=O)N([C@H](C)CO)C[C@H]1C,.,-13
C[C@@H]1CCCCO[C@H](CN(C)C(=O)NC2CCCCC2)[C@@H](C)CN([C@H](C)CO)C(=O)c2cc(NS(=O)(=O)c3cn(C)cn3)ccc2O1,.,5.4
COc1ccc(C#Cc2cnc3c(c2)C(=O)N([C@H](C)CO)C[C@@H](C)[C@H](CN(C)CC2CCCC2)O3)cc1,-36,-0.1
C[C@H]1CN([C@@H](C)CO)C(=O)c2cc(NC(=O)C3CC3)ccc2O[C@@H]1CN(C)S(=O)(=O)c1cccs1,.,0.7
COc1ccc(CN(C)C[C@H]2Oc3ccc(NC(=O)Nc4ccc(OC)cc4)cc3C(=O)N([C@@H](C)CO)C[C@@H]2C)cc1,-15,-0.3
C[C@H](CO)N1C[C@H](C)[C@@H](CN(C)S(=O)(=O)c2cccs2)Oc2ccc(NC(=O)Cc3ccccc3)cc2CC1=O,.,-1.2
COc1ccc(C)cc1NC(=S)NCc1cnn(C)c1,8,-0.2
CC1CCc2c(sc(NC(=O)c3ccc(Cn4cc(Br)cn4)o3)c2C(N)=O)C1 (stereo not given),-1,-0.1
O=C(C[C@@H]1C=C[C@@H](NC(=O)Nc2ccc3c(c2)OCO3)[C@@H](CO)O1)NCc1ccc(F)cc1,1,0.2

# Some of these compounds in order of number of heavy atoms, smallest number first:
SMILES,PRC2 inh,IDH1 R132H inh
COc1ccc(C)cc1NC(=S)NCc1cnn(C)c1,8,-0.2
O=C(C[C@@H]1C=C[C@@H](NC(=O)Nc2ccc3c(c2)OCO3)[C@@H](CO)O1)NCc1ccc(F)cc1,1,0.2
C[C@H](CO)N1C[C@H](C)[C@@H](CN(C)S(=O)(=O)c2cccs2)Oc2ccc(NC(=O)Cc3ccccc3)cc2CC1=O,.,-1.2
COc1ccc(CN(C)C[C@H]2Oc3ccc(NC(=O)Nc4ccc(OC)cc4)cc3C(=O)N([C@@H](C)CO)C[C@@H]2C)cc1,-15,-0.3
